Source: PubChem (University of Kansas High Throughput Screening Laboratory)
Pf apPOL inh – Pf-apPOL DNA polymerase inhibition | Recombinant Pf-apPOL, molecular beacon fluorescence, 1.5 h | inhibition, % at 10 µM | 210,000 tested, 0.25% active
mHTT-CaM PPI inh – disrupts binding of mutant huntingtin to calmodulin; P42858; AlphaScreen His-mHTT/GST-CaM binding, luminescence; inhibition, % at 15 µM; 190,000 tested, 3.6% active;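 also: 0% = both proteins with DMSO and 100% = one protein alone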
* = called active by the depositor; i = inactive; x = no result given; & = joins results of further samples. Rule as the data show it: active = inhibition above about 50%; inactive = the rest.

(1) COc1cccc(S(=O)(=O)N2CCc3nc4cc(-c5ccccc5)[nH]n4c(=O)c3C2)c1
(2) CN(C)c1ccc(C(=O)Nc2cc(-c3cccnc3)no2)cc1
(3) C=CS(=O)(=O)c1ccc(NC(NC(=O)c2ccccc2C)C(Cl)(Cl)Cl)c(OC)c1 (stereo not drawn)
(4) CN(C)CCN(C)Cc1cccc(Br)c1
(5) O=C(c1ccco1)N1CCN(S(=O)(=O)c2ccccc2F)CC1
(6) Cc1nccnc1-c1ccnn1C(=O)Nc1cc(Cl)cc(Cl)c1
(7) Cc1ccc(N2C(=O)S/C(=C\c3cccc([N+](=O)[O-])c3)C2=O)cc1
(8) CCN(CC)S(=O)(=O)c1ccc(C(=O)NC2CC(=O)N(c3ccc(Cl)cc3)C2)cc1 (stereo not drawn)
(9) O=C(NC(c1ccccc1)c1ccccc1)c1ccccc1Br
(10) COc1ccc(OC)c(NC(=O)c2cc(C)n(CCN(C)C)c2C)c1

assay / entry | 1 | 2 | 3 | 4 | 5 | 6 | 7 | 8 | 9 | 10
Pf apPOL inh | -3.5 | -1.7 | 0.1 | -1.4 | -12.0 | -7.1 | 7.5 | -14.7 | 0.9 | -1.3
mHTT-CaM PPI inh | 1.9 | -15.0 | 12.0 | -6.0 | -7.5 | x | 1.0 | -5.7 | -0.3 | 23.3

Ordered by heavy-atom count (ascending): part of the list above
(5) O=C(c1ccco1)N1CCN(S(=O)(=O)c2ccccc2F)CC1
(7) Cc1ccc(N2C(=O)S/C(=C\c3cccc([N+](=O)[O-])c3)C2=O)cc1
(10) COc1ccc(OC)c(NC(=O)c2cc(C)n(CCN(C)C)c2C)c1
(3) C=CS(=O)(=O)c1ccc(NC(NC(=O)c2ccccc2C)C(Cl)(Cl)Cl)c(OC)c1 (stereo not drawn)
(1) COc1cccc(S(=O)(=O)N2CCc3nc4cc(-c5ccccc5)[nH]n4c(=O)c3C2)c1

assay / entry | 5 | 7 | 10 | 3 | 1
Pf apPOL inh | -12.0 | 7.5 | -1.3 | 0.1 | -3.5
mHTT-CaM PPI inh | -7.5 | 1.0 | 23.3 | 12.0 | 1.9

The main list resumes, starting 4 compounds before the break.
(7) Cc1ccc(N2C(=O)S/C(=C\c3cccc([N+](=O)[O-])c3)C2=O)cc1
(8) CCN(CC)S(=O)(=O)c1ccc(C(=O)NC2CC(=O)N(c3ccc(Cl)cc3)C2)cc1 (stereo not drawn)
(9) O=C(NC(c1ccccc1)c1ccccc1)c1ccccc1Br
(10) COc1ccc(OC)c(NC(=O)c2cc(C)n(CCN(C)C)c2C)c1
(11) CCOC(=O)Nc1cc(-c2ccco2)nn1CCO
(12) O=C1C(=O)N(CNc2ccccc2Cl)c2ccccc21
(13) CCOc1ccccc1CNC(=O)c1cc2n(n1)CCCN(Cc1cccc(F)c1)C2=O
(14) CC1=C(C(=O)Nc2ccccc2)C(c2ccc(Br)cc2)n2nnnc2N1 (stereo not drawn)
(15) Cc1ccc(C(=O)NCc2ccccc2)cc1Br
(16) COc1ccc(-c2coc3cc(OCc4ccccc4C)ccc3c2=O)cc1
(17) COC(=O)c1cnc(Sc2ccc(Cl)cc2)c([N+](=O)[O-])c1
(18) Cc1ccncc1S(=O)(=O)O
(19) COc1cccc(-c2n[nH]c(C)c2NC(=O)C(C)(C)C)c1
(20) CCOc1coc(C(=O)NCc2ccccc2OC)cc1=O

assay / entry | 7 | 8 | 9 | 10 | 11 | 12 | 13 | 14 | 15 | 16 | 17 | 18 | 19 | 20
Pf apPOL inh | 7.5 | -14.7 | 0.9 | -1.3 | -2.5 | -2.0 | 1.0 | -1.2 | -0.1 | -9.6 | -9.3 | -1.5 | -3.7 | 0.3
mHTT-CaM PPI inh | 1.0 | -5.7 | -0.3 | 23.3 | 0.1 | 48.0 | 1.7 | 11.0 | -12.8 | 2.9 | x | x | 3.4 | -9.4

(21) O=C(Nc1ccc(Cn2cncn2)cc1)c1ccccc1F
(22) Cc1ccc(Oc2cccc(NC(=O)Nc3cccc(C(F)(F)F)c3)c2)nn1
(23) CCCCC(=O)NCCC1CCN(C(=O)c2ccc(C)cc2)CC1
(24) CCOc1ccc(C(=O)Nc2cccc(OC)c2)cc1[N+](=O)[O-]
(25) CCCS(=O)(=O)C(C#N)=COCC
(26) COCc1nn(CC2CC2)c2c1CN(C(=O)COc1ccccc1)CC2
(27) Cc1cc(OCC(=O)Nc2c(C)ccc3nsnc23)cc(C)c1Cl
(28) NS(=O)(=O)c1ccc(CCNC(=O)CN2CCN(c3ccc4c(c3)OCO4)C2=O)cc1
(29) NS(=O)(=O)c1ccc(NC(=O)CSc2ncn(-c3ccccc3)n2)cc1
(30) O=c1oc2ccc(Cl)cc2c2c1SC(C(F)(F)F)C2 (stereo not drawn)

assay / entry | 21 | 22 | 23 | 24 | 25 | 26 | 27 | 28 | 29 | 30
Pf apPOL inh | -0.4 | -8.1 | -7.0 | -16.0 | 4.3 | -6.4 | -8.9 | 3.3 | 30.3 | 0.7
mHTT-CaM PPI inh | -1.0 | 2.1 | 4.6 | -1.5 | x | -1.1 | -4.0 | -7.2 | 6.0 | -12.0

(31) CN(C)c1ccc(C2C(C#N)=C(N)OC3=C2C(=O)CC(C)(C)C3)cc1 (stereo not drawn)
(32) COc1cc(C2=NOC(C(=O)Nc3cccc(O)c3)C2)cc(OC)c1OC (stereo not drawn)
(33) CCS(=O)(=O)N1CCc2c(c(-c3nc(-c4ccccc4F)no3)nn2C)C1
(34) COc1ccc(-n2nc3c(c2NC(=O)c2cccc(C(F)(F)F)c2)CS(=O)C3)cc1 (stereo not drawn)
(35) COc1ccccc1N1CCN(Cc2ccsc2)CC1
(36) COc1ccc(SC[C@H](Cc2ccccc2)N2CCN(CCc3ccccc3)CCC2=O)cc1
(37) Cc1cc(C)cc(-c2nc(-c3ccc4c(c3)oc(=O)n4C)no2)c1
(38) O=C(CSc1nnc(NC(=O)Nc2ccc(F)cc2)s1)Nc1cccc([N+](=O)[O-])c1
(39) CS(=O)(=O)Nc1ccc(S(=O)(=O)Nc2ncccn2)cc1
(40) CN(CC(=O)Nc1ncc(Br)s1)S(=O)(=O)c1cccs1

assay / entry | 31 | 32 | 33 | 34 | 35 | 36 | 37 | 38 | 39 | 40
Pf apPOL inh | -8.7 | -3.3 | -2.1 | -2.9 | 0.5 | -4.5 | 0.7 | -6.0 | x | 0.6
mHTT-CaM PPI inh | -4.1 | -1.2 | -2.2 | 11.0 | -1.4 | 92.2* | -8.3 | 17.6 | -0.1 | 23.0

(41) CC(C)NCC(O)COc1ccc(CC(N)=O)cc1 (stereo not drawn)
(42) Cc1nc2c(c(NCc3cccnc3)n1)CCC2
(43) Cc1ccc(C)c(CNC(=O)C2CCCN(c3cn[nH]c(=O)c3)C2)c1 (stereo not drawn)
(44) Cc1ccc(-c2nc(C#N)c(N3CCCC3)o2)cc1
(45) CN(C)c1ccc(/C=C2\Sc3ccccc3C2=O)cc1Br
(46) C=CCOc1ccc(/C=C2/C(=O)N(c3cccc(Br)c3)N=C2C)cc1OC
(47) Cc1ccccc1C(=O)N1CCCC(c2ccnc(-c3ccccc3)n2)C1 (stereo not drawn)
(48) CCN1C(=O)C(c2ccc(O)cc2)(c2ccc(O)cc2)c2ccccc21
(49) CCOc1ccc(/C=C2\C(=O)Nc3ccc(Br)cc32)cc1
(50) COc1cccnc1Br

assay / entry | 41 | 42 | 43 | 44 | 45 | 46 | 47 | 48 | 49 | 50
Pf apPOL inh | -0.3 | -3.2 | 0.7 | 4.8 | -0.2 | 0.4 | -3.4 | -2.8 | -7.9 | x
mHTT-CaM PPI inh | x | -9.3 | -7.4 | 8.0 | 13.0 | 12.0 | -1.7 | 9.8 | 40.0 | -4.5

(51) O=c1[nH]c2ccccc2c(O)c1-c1nc(-c2ccc(Cl)cc2)no1
(52) CC(C)CNC(=O)C1CCN(c2nc3ccc(-c4cccnc4)nc3s2)CC1
(53) Cc1cccc(NCc2ccc3c(c2)OCO3)c1
(54) O=C1Nc2ccccc2N=C(c2ccccc2)c2ccccc21
(55) CC(=O)c1cccc(NC(=O)C2CCN(c3ncnc4c3nc3n4CCCCC3)CC2)c1
(56) CSc1ccc(C=C2C(=O)N(C)N=C2C)s1
(57) COc1cccc(C(=O)CC2OC(=O)c3c2ccc(OC)c3OC)c1 (stereo not drawn)
(58) Cc1ccnc(N2CCCC(C(=O)NCCN3CCCCC3)C2)n1 (stereo not drawn)
(59) O=C(O)C1C2CCC(O2)C1C(=O)NCc1ccc(F)cc1 (stereo not drawn)
(60) CC(C)(C)C(=O)N(Cc1cccnc1)Cc1cccs1

assay / entry | 51 | 52 | 53 | 54 | 55 | 56 | 57 | 58 | 59 | 60
Pf apPOL inh | -5.7 | 1.6 | 6.6 | 0.3 | 12.8 | -4.5 | -8.7 | 1.3 | 5.5 | 0.6
mHTT-CaM PPI inh | -7.5 | 0.0 | 38.6 | x | 7.1 | x | -3.9 | -14.7 | -2.0 | x

(61) O=C(CN1CCN(Cc2nc3ccccc3[nH]2)CC1)NCc1ccc(F)cc1
(62) COc1ccc(C2Oc3ccccc3N2C(C)=O)cc1 (stereo not drawn)
(63) CCc1cc(C(=O)Nc2ccccc2)nc2ccnn12
(64) O=C(NC1CC1)c1ccc(-c2cnc(N3CCCCC3)nc2)cc1
(65) Cc1cccc(NC(=O)Cc2cn3cc(F)ccc3n2)c1
(66) COc1ccc(OC)c(NC(=O)CC(NCCC2=CCCCC2)C(=O)O)c1 (stereo not drawn)
(67) CCOc1cccc(-c2noc(-c3ccc(CS(=O)(=O)c4ccc(C)cc4)o3)n2)c1
(68) CC(C)NC(=O)c1ccc(OCC2CCCN2C(=O)c2ccc(F)cc2Cl)cc1 (stereo not drawn)
(69) Cc1ccc(C2Cn3nnc(C(=O)Nc4cccc(C(C)C)c4)c3CO2)cc1 (stereo not drawn)
(70) O=C(O)c1ccc(S(=O)(=O)Nc2ccccn2)o1

assay / entry | 61 | 62 | 63 | 64 | 65 | 66 | 67 | 68 | 69 | 70
Pf apPOL inh | -10.9 | -6.5 | -2.0 | 1.8 | -4.6 | -0.8&-6.3 | 2.3 | -3.9 | 0.0 | 1.0
mHTT-CaM PPI inh | -14.0 | -16.0 | -37.3 | -13.1 | 0.9 | -4.5&-2.8 | -0.3 | 9.4 | 4.2 | -2.4

(71) COc1ccc(Cl)cc1C(=O)Nc1sc2c(c1C(N)=O)CCCCC2
(72) O=C1OC(c2ccc([N+](=O)[O-])cc2)=N/C1=C/c1ccc2c(c1)OCO2
(73) Cc1ccc(NC(=O)Cc2nc(-c3ccccn3)n[nH]2)cc1F
(74) CCOc1ccc(C(=O)N2CCCC(C)(C(=O)NCc3ccc(OC)cc3)C2)cc1 (stereo not drawn)
(75) Cc1ccc(C(C)C)c(OCCN(C)C)c1
(76) CC(C)(C)c1ccc(/C=C2\C(=O)Nc3ccc(F)cc32)cc1
(77) Cc1cccc(CNC(=O)c2cccnc2N2CCNC(c3ccccc3)C2)c1 (stereo not drawn)
(78) Cc1ccc(C)c(OCC(=O)O/N=C(\N)c2cccnc2)c1
(79) COc1cc(OC)c(OC)cc1/C=C1\SC(N2CCCC2)=NC1=O
(80) CCN(CC)S(=O)(=O)c1ccc(C(=O)Nc2nnc(-c3ccccc3OC)o2)cc1

assay / entry | 71 | 72 | 73 | 74 | 75 | 76 | 77 | 78 | 79 | 80
Pf apPOL inh | 1.6 | 31.2 | -12.1 | -3.2 | -0.4 | -3.5 | 1.1 | -0.5 | -1.1 | -16.7
mHTT-CaM PPI inh | 15.2 | -8.0 | 69.1* | 1.5 | 2.4 | 19.0 | 7.3 | i | 18.0 | 9.0

(81) Cc1cccc(NC(=O)C2CCc3nc(N4CCN(C(=O)C5CCC5)CC4)sc3C2)c1 (stereo not drawn)
(82) COc1nc(Nc2ccccc2)nc(OCC(F)(F)F)n1
(83) CC1CCC2(CC1)NC(=O)N(CC(=O)N1CCCCCC1)C2=O (stereo not drawn)
(84) CCOC(=O)C1C(=O)C=C(c2cccc(NS(C)(=O)=O)c2)CC1c1ccccc1F (stereo not drawn)
(85) COc1ccccc1-n1nnc(C(=O)NCCc2ccccc2)c1N
(86) O=C(NCc1ccccn1)c1cn2ccnc(-c3ccc(F)cc3)c2n1
(87) Cc1ccc(-c2noc(CCN3CCN(C)CC3)n2)cc1
(88) COc1ccc(S(=O)(=O)CCC(=O)Nc2cc(F)ccc2F)cc1
(89) CCc1ccc(S(=O)(=O)Nc2ccc([N+](=O)[O-])cc2C)cc1
(90) Cc1ccc(-c2cn3c(CC(=O)NCc4cccs4)csc3n2)cc1

assay / entry | 81 | 82 | 83 | 84 | 85 | 86 | 87 | 88 | 89 | 90
Pf apPOL inh | -1.4 | 2.5 | -1.5 | 2.9 | -4.9 | -6.6 | 4.0 | -3.3 | -1.8 | -20.8
mHTT-CaM PPI inh | 11.4 | -1.0 | 1.6 | 1.6 | -2.0 | 3.4 | -7.4 | 4.0 | 12.6 | 51.9*

(91) CCCNC(=O)C1CCCN(c2cc(=O)n(C)c(=O)n2C)C1 (stereo not drawn)
(92) Cc1cccc(NC(=O)c2cc(I)ccc2Cl)n1
(93) CCc1nc2cc(N3CCC(C(=O)N(C)C)CC3)cnc2nc1CC
(94) CCn1cnc2ccc(-c3noc(-c4cccc(F)c4)n3)cc21
(95) Cn1c(SCC(=O)N2CCN(c3ccccc3)CC2)nnc1-c1ccc(N)cc1
(96) COc1ccc(C(=O)NC(=O)Nc2ncccn2)cc1
(97) CCc1ccn2c(C)c(-c3ccc(OC)c(OC)c3)cc2c1
(98) Cc1cc(C)c(NC(=O)C2CCCN(C(=O)c3ccccc3F)C2)c(C)c1 (stereo not drawn)
(99) CCCCn1c(=O)c(Cc2ccccc2)c(O)c2ccccc21
(100) CCc1ccc(OCc2nnc(NC(=O)Nc3ccc(F)cc3)s2)cc1

assay / entry | 91 | 92 | 93 | 94 | 95 | 96 | 97 | 98 | 99 | 100
Pf apPOL inh | 1.4 | -3.6&-2.1 | 0.2 | -11.0 | -3.2 | 3.8 | -5.1 | 2.9 | -8.8 | 4.5
mHTT-CaM PPI inh | -5.4 | -5.0&-20.2 | 2.4 | -6.8 | 6.8 | -6.4 | 38.0 | 27.6 | x | 0.6
